Screening data (PubChem BioAssay)
Diaph act CS = activates diaphorase or chemically reduces, flagging diaphorase assay artifacts | Diaphorase/resazurin coupled assay, resorufin fluorescence, 16 min; hits give high values; 1 = vehicle wells, 0 = NADH-free wells | activation factor at 20 µM | 190,000 compounds, 0.005% hits;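 active = diaphorase activity raised at least twofold by the compound at 20 µM; inactive = activation factor below 2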
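Material: Purified diaphorase enzyme from Clostridium kluyveri | Buffer or medium: 50 mM HEPES pH 7.4 with 4.542 mM MgCl2, 0.005% Tween 20 | Times: 16 min enzyme reaction, ambient temperature | Signal: Red resorufin fluorescence at 544/590 nm excitation/emission | Measure: Increased resorufin signal from activators or reducing compounds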
FLuc inh counter = Photinus pyralis luciferase inhibition counter-screen | P08659 | ATPLite firefly luciferase biochemical luminescence, 10 min | inhibition, % at 10 µM | 200,000 compounds, 1.5% hits | AID 1006;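 active = inhibition above about 50% when tested at 10 µM, limit read from the data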
Target sequence (P08659 whole entry, looked up): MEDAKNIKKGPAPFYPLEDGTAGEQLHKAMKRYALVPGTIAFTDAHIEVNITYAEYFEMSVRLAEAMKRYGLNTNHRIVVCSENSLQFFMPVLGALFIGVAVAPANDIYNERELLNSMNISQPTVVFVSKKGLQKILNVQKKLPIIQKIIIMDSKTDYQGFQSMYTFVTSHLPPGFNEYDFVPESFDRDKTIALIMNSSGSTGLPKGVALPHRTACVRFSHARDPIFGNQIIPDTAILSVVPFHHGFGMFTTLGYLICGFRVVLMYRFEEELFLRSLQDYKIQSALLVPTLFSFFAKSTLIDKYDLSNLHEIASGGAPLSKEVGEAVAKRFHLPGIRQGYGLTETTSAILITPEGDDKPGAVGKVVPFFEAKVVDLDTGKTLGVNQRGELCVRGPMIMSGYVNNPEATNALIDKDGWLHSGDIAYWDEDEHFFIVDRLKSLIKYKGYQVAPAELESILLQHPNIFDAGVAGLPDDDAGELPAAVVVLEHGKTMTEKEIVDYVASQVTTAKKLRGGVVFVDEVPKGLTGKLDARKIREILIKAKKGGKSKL
STAT1 act = increases IFN-gamma driven STAT1 reporter signal | NIH 3T3 STAT1-luciferase reporter, luminescence; 100% = IFN-gamma alone, no compound | activation (% of control), % at 5.5 µM | 200,000 compounds, 2.6% hits | AID 932;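 active = activation above the screen-wide mean activation plus 3 SD, cut at about 130% in these data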;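 also: raw ratio to IFN-gamma control signal so 100% means no change and 0% no light; values of inactives mirror those of a sister screen read the other way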
G6PDH CS = counter-screen for G6PDH assay hits: L. mesenteroides G6PDH inhibition; Purified L. mesenteroides G6PDH, diaphorase/resazurin coupled fluorescence, 45 min; inhibition, % at 5 µM; 200,000 compounds, 0.12% hits; AID 1020; in the data active = inhibition above about 50%
Diaphorase inh = inhibits diaphorase or chemically oxidizes, flagging diaphorase assay artifacts; 190,000 compounds, 0.69% hits; diaphorase resazurin-to-resorufin fluorescence, NADH, 16 min; bacterial (C. kluyveri) enzyme, not human; AID 1217; inhibition, % at 20 µM;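 active = primary screen inhibition at 20 µM above a set limit, cut at about 50% in these data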;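 also: plate controls were DMSO with full reaction for no effect and wells lacking NADH for full effect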
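Assay system: diaphorase enzyme from Clostridium kluyveri. Quantity: enzyme working solution with 0.14 U/mL diaphorase. Schedule: reaction incubation of 16 min at room temperature. Technique: resorufin fluorescence, excitation 544 nm, emission 590 nm. Controls: No-NADH positive control and DMSO neutral control.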
APP 5'UTR act = activates APP 5'UTR luciferase reporter | SH-SY5Y APP 5'UTR luciferase reporter, luminescence; zero percent = DMSO vehicle wells | activation, % at 2 µM | 190,000 compounds, 1% hits | AID 1276;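 active = activation above a set limit, based on mean plus 3 SD of controls, cut at about 140% in these data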; also: values of inactives mirror those of a sister screen read the other way
NF-kB expr up = NF-kB expression increase, human neuronal cells; NF-kB reporter expression; hits give high values; fold change at 12.5 µM; 190,000 compounds, 1.6% hits; AID 1239; in the data active = fold change above about 3.3
FLuc stim CS = affects firefly luciferase, flagging false hits in luciferase stimulation screens; P08659; ATPlite luciferase biochemical, luminescence, 10 min; 0 = ATP-free wells, 1 = DMSO control; activation factor at 10 µM; 200,000 tested, under 10 active; AID 1027;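 active = luciferase activation factor, scaled between plate controls, of at least 2 with compound at 10 µM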
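Material: luciferase plus luciferin reagent, cell-free. Medium: PBS buffer for ATP. Also added: ATP substrate, dispensed from a 10.24 µM working solution in PBS. Doses: test compounds dosed from 2 mM stocks in 100% DMSO. Incubation: 10 min post-reagent at room temperature. Technique: light output (luminescence). Read-out basis: luminescence gain marking luciferase activators.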
APP 5UTR inh = APP translation inhibition; AID 1285; 190,000 compounds, 0.82% hits; inhibition, % at 2 µM; SH-SY5Y APP 5'UTR-luciferase reporter, luminescence;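 active = inhibition above a set limit, derived from the sample mean plus 3 SD, cut at about 45% in these data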; also: values of inactives mirror those of a sister screen read the other way
TLR4-MyD88 BLA = inhibitors of human TLR4-MyD88 binding | O00206+Q99836 | HeLa CL3-4 TLR4/MyD88 BLA complementation, FRET ratio | inhibition, % at 8.4 µM | 200,000 compounds, 0.18% hits; in the data active = inhibition above about 25%;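 also: 0% = vehicle and 100% = reference inhibitor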
* marks the source's active call; other numbers are inactive results; x = not tested or not shown.

Second line of a record: Diaph act CS, FLuc inh counter, STAT1 act, G6PDH CS, Diaphorase inh, APP 5'UTR act, NF-kB expr up, FLuc stim CS, APP 5UTR inh, TLR4-MyD88 BLA
[1] CNc1oc(Cc2cccc3ccccc23)nc1C#N
    0.8, -4, 98, -2, 18, 10, 1.1, 1, -10, -5
[2] COc1ccc(C(=O)C2CCCN(Cc3cccn3-c3ccccn3)C2)c(C)c1 (stereo unspecified)
    0.9, -3, 84, 14, 15, 1, 0.82, 1, -1, 3
[3] CCN(CC(=O)Nc1ccccc1C(=O)Nc1ccccc1)Cc1nc2ccccc2c(=O)[nH]1
    0.8, -7, 101, 0, 20, 2, 0.79, 1.1, -2, -15
[4] OC1CCNC(=S)N1c1ccccc1 (stereo unspecified)
    1, -5, 99, 2, -2, 4, 1.2, 1, -4, -7
[5] Cc1cc(-c2ccccc2)nc2[n+]1CCN2C
    0.9, -4, 101, 0, 8, 12, 0.89, 1, -12, 0
[6] CC(/C=C/c1ccccc1F)=N\NC(=O)c1cccc(F)c1
    1, 0, 114, -2, 4, 9, 1.7, 1, -9, 0
[7] CCc1ccc(C(=O)c2cnc3ccc(OC)cc3c2N2CCN(CC)CC2)cc1
    0.9, -4, 95, -8, 11, 2, 0.68, 1, -2, 0
[8] CSCCOC(=O)COc1ccc(/C=N/NC(=O)c2nn(C)cc2Cl)cc1
    0.9, 38, 102, 2, 14, 1, 1.3, 0.6, -1, 7
[9] Cc1nn(-c2ccccc2)c(C)c1C(=O)OCC(=O)N1CC(=O)Nc2ccccc21
    0.9, -2, 104, -5, 6, 2, 1.2, 1, -2, -18
[10] Cc1csc2c(=O)[nH]cnc12
    0.9, -9, 96, 6, 12, 9, 1.3, 1.1, -9, -20
[11] O=C(OCc1nc2ccccc2s1)c1cccc(N2C(=O)CCC2=O)c1
    0.8, 2, 100, 1, 22, -1, 1.2, 1, 1, 11
[12] Cc1cnc(C(=O)NCC(c2ccccc2)c2ccccc2)cn1
    0.9, 0, 102, 4, 6, -22, 1.1, 1, 22, 14
[13] CC(C)OC(=O)C1C2C=CC3(CN(C(C)c4ccc(Br)cc4)C(=O)C13)O2 (stereo unspecified)
    1, -4, 96, 6, 4, x, 0.95, 1, x, -5
[14] COc1ccc(C(=O)NC(=S)NNC(=O)CCc2ccccc2)cc1
    0.5, -7, 96, -7, 54*, 4, 0.92, 1.1, -4, -1
[15] COc1ccc(NC(=O)C(=O)N2N=C3CCCCC3C2(O)C(F)(F)F)cc1 (stereo unspecified)
    1.1, -3, 98, 10, -8, 22, 1.2, 1, -22, -5
[16] COc1ccc(NS(=O)(=O)c2cc(NC(=O)c3cnc(C)cn3)ccc2N2CCCC2)cc1
    0.8, 0, 95, 0, 23, 24, 0.89, 1, -24, 11
[17] CC(Oc1ccccc1F)C(=O)NNC(=O)c1cc2ccccc2o1 (stereo unspecified)
    1, 8, 106, -3, 0, -16, x, 0.9, 16, -21
[18] Cc1c(C(=O)NN2CCOCC2)oc2ccccc12
    1.1, 0, 93, 11, -6, 7, 1.1, 1, -7, 15
[19] Cc1ccsc1/C=C(\C#N)C(=O)NCCCN1CCOCC1
    1, 0, 110, 1, 4, 15, 1.5, 1, -15, -14
[20] Cc1ccc(N(C(=O)c2sc(C)nc2C)C(C(=O)NCc2ccco2)c2ccccc2)cc1 (stereo unspecified)
    0.8, -8, 94, 7, 16, -1, 0.59, 1.1, 1, -6
[21] Cc1nc(-c2ccc(NS(=O)(=O)c3ccccc3)cc2)cs1
    0.8, -4, 101, 2, 22, -1, 1.2, 1, 1, -2
[22] Cc1c(Br)cc(-c2nnco2)cc1Br
    0.8, -4, 98, 4, 19, 0, 1.1, 1, 0, 5
[23] O=C(CNC(=O)c1cccs1)OCC(=O)c1ccccc1
    1, 0, 102, 0, -2, x, 0.96, 1, x, 3
[24] Cc1c(CCO)c(=O)n(-c2ccccc2)n1S(=O)(=O)c1ccc([N+](=O)[O-])cc1
    1, 2, 100, 15, 5, 51, 1.2, 1, -52, 3
[25] CCN1C(=O)/C(=C2/Sc3ccc(OC)cc3N2C)SC1=Nc1ccc(C(C)=O)cc1
    x, x, 110, x, x, 17, x, x, -17, 1
[26] CSc1cccc(NC(=O)CSc2nc3ccccc3o2)c1
    0.9, -2, 106, 11, 14, 111, 1.5, 1, -111, 1
[27] COc1ccc(-c2cn3cc(C)ccc3n2)cc1OC
    1, 88*, 134*, -15, -2, 184*, 5.7*, 0.1, -184, -3
[28] NNC(=O)c1sccc1OCc1cccc(C(F)(F)F)c1
    1, 2, 103, -5, -3, 8, 1.1, 1, -8, 4
[29] Cc1ccn2c(c1)nc(=S)n2C(=O)c1ccccc1
    1, 96*, 283*, 6, 4, 189*, 1.1, 0, -189, 3
[30] Cc1ccc(-c2nn3c(C)nnc3c3ccccc23)cc1S(=O)(=O)N(C)CCO
    1, -5, 111, 8, 3, 0, 1.6, 1, 0, -11
[31] Cc1ccc(NS(=O)(=O)c2cc(C(=O)Nc3cccc([N+](=O)[O-])c3)ccc2C)cc1
    0.8, -4, 103, -6, 19, -13, 0.56, 1, 13, -2
[32] O=C(CCc1nnc(Cc2c[nH]c3ccccc23)o1)NC(C1CC1)C1CC1
    x, -3, 98, 11, x, -3, 1.1, 1, 2, 2
[33] CCN(C(=O)CCc1nc(-c2ccccc2F)no1)c1cc(OC)ccc1OC
    0.8, -9, 101, -20, 25, -2, 0.82, 1.1, 2, 12
[34] O=C(CCN1CCN(C/C=C/c2ccccc2)CC1)Nc1ccc(Cl)cc1
    0.9, -2, 94, 2, 12, -10, 1.1, 1, 10, -10
[35] O=C(NCC1CCCO1)c1ccc2c(=O)n(-c3ccccc3)c(=S)[nH]c2c1 (stereo unspecified)
    1, -6, 97, 0, -3, -2, 1.1, 1.1, 2, -9
[36] Cc1cc(C(=O)N/N=C/c2sccc2C)no1
    1, -6, 101, 4, -2, 9, 1.5, 1.1, -10, 8
[37] CCOC(=O)c1c(/N=C/c2cc([N+](=O)[O-])ccc2O)sc(C)c1C
    0.8, -4, 99, -7, 24, -7, 1.1, 1, 7, 9
[38] NS(=O)(=O)c1cccc(NC(=O)CSc2nc3ccccc3c(=O)n2CCCN2CCOCC2)c1
    0.9, 0, 100, -3, 5, -3, 1.2, 1, 2, -7
[39] S=C(Nc1ccc(Cl)cc1)N(CCCN1CCOCC1)Cc1ccco1
    1, -5, 102, -1, 0, -14, 1.1, 1, 14, -3
[40] COc1ccc(CNC(=O)[C@H](C)[C@@H]2C[C@@]2(C)[C@@H](NC(=O)OCc2ccccc2)c2ccccc2)cc1OC
    0.8, -1, 96, 27, 23, 4, 0.52, 1, -4, -3
[41] O=[n+]1cc(-c2cccc3ccccc23)n([O-])c2c1CCC2
    1.1, -4, 104, 12, -14, 18, 1.1, 1, -18, 5
[42] C/C(=N\NS(=O)(=O)c1ccc(C)cc1)c1cccs1
    1, -7, 99, 3, 3, 16, 1.2, 1.1, -16, 2
[43] CCCS(=O)(=O)NCc1cn2cccc(C)c2n1
    0.8, -7, 103, 1, 20, 19, 1.1, 1.1, -19, 2
[44] Cc1ccccc1-c1nc(CS(=O)CC(=O)NCCN2CCN(Cc3ccccc3)CC2)c(C)o1 (stereo unspecified)
    0.9, -10, 100, 4, 8, -15, 0.96, 1.1, 15, 2
[45] c1ccc(CCCc2nc(-c3ccccn3)no2)cc1
    0.9, 8, 124, -3, 8, 75, 1.4, 0.9, -75, -5
[46] CC(C)c1ccc(C2C3=C(CC(C)(C)CC3=O)NC3=C2C(=O)c2ccccc23)cc1 (stereo unspecified)
    0.8, 0, 104, 6, 20, 5, 0.49, 1, -4, -1
[47] Cc1cc2ncn(C(=O)N3CCCC3)c2cc1C
    0.8, -7, 98, 2, 17, -6, 1.2, 1.1, 6, 1
[48] O=C(O)CCC(=O)NNc1ccccc1[N+](=O)[O-]
    1, -6, 98, 15, -3, 15, 1.1, 1.1, -15, 4
[49] O=C(Oc1ccc(Br)cc1C(=O)/C=C/c1ccccc1F)c1ccco1
    x, x, 101, x, x, 9, x, x, -9, -5
[50] COc1ccc(/C=N/NC(=O)C(=O)Nc2ccccn2)cc1OC
    1, -5, 99, 10, 3, 19, 1, 1, -19, 6
[51] O=C(CNC(=O)c1ccc(Cl)cc1)N/N=C/C=C/c1ccccc1
    0.9, -6, 99, -15, 8, 25, 1.1, 1.1, -25, 8
[52] C=CCSc1nnc(CNC(=O)c2ccccc2C)n1C(C)C
    1, -4, 102, 2, -2, 15, 1, 1, -15, 8
[53] Cc1csc(SCC(=O)NC(C)c2ccc(F)cc2)n1 (stereo unspecified)
    1.1, 0, 100, 11, -8, 6, 1, 1, -6, -17
[54] CCCCCCC(=O)OCC(=O)c1ccc2c(c1)NC(=O)CO2
    0.9, -8, 94, 5, 6, 7, 1.1, 1.1, -7, 17
[55] CC(Sc1ccc(Cl)cc1)C(=O)Nc1ccccc1C(=O)N1CCOCC1 (stereo unspecified)
    0.9, -6, 99, 15, 6, -10, 0.93, 1.1, 10, 5
[56] O=C(Nn1cnc2ccccc2c1=O)c1ccccc1[N+](=O)[O-]
    1, -3, 93, 2, -4, -7, 1.3, 1, 7, -2
[57] O=C1OC(c2ccccc2)=N/C1=C\N1CCCCC1
    0.9, 23, 143*, -2, 6, 93, 2.4, 0.8, -93, -2

One compound at a time, from the list above.
Listed for O=C(CNC(=O)c1ccc(Cl)cc1)N/N=C/C=C/c1ccccc1 : Diaph act CS = 0.9; FLuc inh counter = -6; STAT1 act = 99; G6PDH CS = -15; Diaphorase inh = 8; APP 5'UTR act = 25; NF-kB expr up = 1.1; FLuc stim CS = 1.1; APP 5UTR inh = -25; TLR4-MyD88 BLA = 8
Listed for c1ccc(CCCc2nc(-c3ccccn3)no2)cc1 : Diaph act CS = 0.9; FLuc inh counter = 8; STAT1 act = 124; G6PDH CS = -3; Diaphorase inh = 8; APP 5'UTR act = 75; NF-kB expr up = 1.4; FLuc stim CS = 0.9; APP 5UTR inh = -75; TLR4-MyD88 BLA = -5
